# PLK1 PBD block = blocks phosphopeptide binding to human PLK1 polo-box domain; P53350; actives 2.8% (n = 360,000); Plk1 PBD binding of FITC phosphopeptide, fluorescence polarization; AID 720504; Potency, µM, for inactives: max response, negative = inhibition, actives largely listed as inhibitors; note: potency is the fitted concentration of half-maximal effect; series mostly up to about 57 µM; % is set by controls: 0 for no effect and ±100 for the full control effect; nearly all actives have a fitted effect of over 65% in size
# Target sequence (P53350 whole entry, looked up, the tested form may be a part): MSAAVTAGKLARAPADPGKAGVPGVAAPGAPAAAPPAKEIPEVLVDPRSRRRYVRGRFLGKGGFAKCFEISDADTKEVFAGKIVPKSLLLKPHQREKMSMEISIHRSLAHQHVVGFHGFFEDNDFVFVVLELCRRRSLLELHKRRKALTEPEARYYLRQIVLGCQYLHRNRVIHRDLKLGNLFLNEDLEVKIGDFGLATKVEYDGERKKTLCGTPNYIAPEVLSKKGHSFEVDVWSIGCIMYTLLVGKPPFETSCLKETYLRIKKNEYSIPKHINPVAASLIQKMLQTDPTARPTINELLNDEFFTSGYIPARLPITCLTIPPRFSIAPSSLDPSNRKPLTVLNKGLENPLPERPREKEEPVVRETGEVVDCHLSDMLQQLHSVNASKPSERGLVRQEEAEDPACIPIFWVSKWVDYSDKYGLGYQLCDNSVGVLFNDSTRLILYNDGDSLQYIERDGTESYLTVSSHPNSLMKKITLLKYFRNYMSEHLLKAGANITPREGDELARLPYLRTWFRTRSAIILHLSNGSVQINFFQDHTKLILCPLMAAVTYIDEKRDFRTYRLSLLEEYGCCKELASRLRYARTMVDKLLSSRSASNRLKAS
# IL2 activator = IL-2 activation; IL-2 activation reporter assay, cell-based qHTS; stimulated with anti-CD3/CD4/CD28 beads; in transgenic mouse T cells; activation, % (series mostly up to about 46 µM); actives 0.065% (n = 360,000); in the data active = activation above about 50%; inconclusive = mostly about 30% to 49%; note: 0% is about no effect
#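 Unstimulated transgenic mouse T cells; 60-min compound exposure; bead-based TCR/CD4/CD28 stimulation; 18 h culture, 37 degrees C; dual fluorescence (EGFP, DsRed) plate cytometry.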
# PI5P4K alpha inh = PI5P4K alpha (human) kinase inhibition. PI5P4Kalpha enzyme, ADP-Glo luminescence, 60 min; active compounds read low. max response, %. actives 1.2% (n = 330,000). AID 652105; active = max response of -50% or lower; inconclusive = between -30% and -50%; inactive = -30% or higher; note: value at the top dose of about 77 µM; % is set by controls: 0 for no effect and ±100 for the full control effect
#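 PI5P4Kalpha ADP-Glo assay; 5 microM ATP final; 60 min RT reaction; HEPES pH 7.4/EGTA/CHAPS, 5% DMSO; controls lacking substrate or enzyme; luminescent end-point.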
# EPAC1 antag = EPAC1 (human) antagonism; O95398; EPAC1 GEF assay, Rap1b-BODIPY-GDP exchange fluorescence; Potency, µM (top dose mostly 115 µM), for the others: top-dose activity change, negative = inhibition, actives largely listed as inhibitors; actives 0.14% (n = 360,000); AID 720709;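 note: potency is the fitted concentration of half-maximal effect; plate controls were vehicle for no effect and positive control for full effect; nearly all actives have a fitted effect of over 50% in size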
# EPAC1 ag = agonists of human EPAC1; O95398; Potency, µM (titrated, usually from 154 µM), inactives show at the top dose activation, hits mostly activators; EPAC1 agonist qHTS, biochemical assay; response scale: 100% = response to 6.5 mM cAMP; AID 720707; actives 0.073% (n = 360,000); note: potency is the fitted concentration of half-maximal effect; nearly all actives have a fitted effect of over 60% in size
#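 Fluorescent GDP-exchange assay: 100 nM EPAC1 with 250 nM Rap1B preloaded with BODIPY-GDP and 50 uM GDP; compounds tested as concentration series, 5 min at room temperature, then read every 5 min for 30 min (ex 480/em 540 nm); normalized to 6.5 mM cAMP.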
# PTHR1 ag = PTHR1 (human) receptor agonism; HEK293 GP2 PTHR1 cells, GloSensor cAMP luminescence, 1 h; Potency, µM (series often up to 115 µM), for inactives: at the highest dose activation, usual class: activators; Q03431; actives 0.075% (n = 410,000); note: potency is the fitted concentration of half-maximal effect; nearly all actives have a fitted effect of over 55% in size; some results filed as inactive show a strong effect at the top dose; inactives centre near -15; many of its hits are not listed in these tables
#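 HEK-293-derived GP2 cells expressing PTHR1 and a GloSensor cAMP reporter, 3,000/well, plated overnight, given luciferin plus IBMX (each 0.5 mM as added) for 1 h at 37 °C, then compound for 1 h at 37 °C. Luminescence was read after 15 min at room temperature.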
# GLP1R ag = activates the human GLP-1 receptor | actives 0.007% (n = 380,000) | Potency, µM (doses to about 45.6 µM), for the others: at the top dose activation, usual class: activators | P43220 | HEK293 GLP-1R CRE-luciferase, luminescence, 4-6 h; cells express a hypersensitive GLP-1R form; note: potency is the fitted concentration of half-maximal effect; % of control where 0% means no effect
# Target sequence (P43220 whole entry, looked up): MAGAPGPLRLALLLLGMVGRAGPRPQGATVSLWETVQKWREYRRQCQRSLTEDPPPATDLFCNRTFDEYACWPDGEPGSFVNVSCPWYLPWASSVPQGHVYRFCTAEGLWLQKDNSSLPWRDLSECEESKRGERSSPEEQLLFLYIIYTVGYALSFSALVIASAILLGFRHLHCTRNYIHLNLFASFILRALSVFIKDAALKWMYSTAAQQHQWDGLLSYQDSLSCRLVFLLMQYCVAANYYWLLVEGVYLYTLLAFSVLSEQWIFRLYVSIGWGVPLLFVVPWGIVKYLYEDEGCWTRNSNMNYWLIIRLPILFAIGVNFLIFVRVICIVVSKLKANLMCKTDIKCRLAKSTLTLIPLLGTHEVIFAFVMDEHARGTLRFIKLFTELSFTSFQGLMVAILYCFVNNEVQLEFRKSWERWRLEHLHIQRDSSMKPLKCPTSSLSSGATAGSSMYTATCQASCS
# HEK293 tox = cytotoxicity counter-screen for GLP-1 receptor inverse agonists; HEK293 cAMP-luciferase reporter cells, luminescence, 24 h; Potency, µM (doses to about 38.3 µM), for the others: at the top dose activity change, negative = inhibition, actives largely listed as inhibitors; actives 0.13% (n = 410,000);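 note: loss of luciferase light is scored as toxicity; potency is the fitted concentration of half-maximal effect; % is set by controls: 0 for no effect and ±100 for the full control effect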
#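 Here, cytotoxicity is scored as loss of luminescence. The MLSMR collection was tested on cells seeded in medium containing 10% Nu serum, with a 24 hr compound exposure preceded by 12 hours of culture.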
# GLP1R inv ag = inverse agonists of human GLP-1 receptor. actives 1.6% (n = 410,000). Potency, µM (series often up to 38.3 µM), without a hit: at the top dose activity change, negative = inhibition, usual class: inhibitors. P43220. HEK293 GLP-1R CRE-luciferase, luminescence, 24 h; GLP-1R form is constitutively active; note: potency is the fitted concentration of half-maximal effect; % is set by controls: 0 for no effect and ±100 for the full control effect; nearly all actives have a fitted effect of over 55% in size
#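 Using stably transfected HEK293 (constitutively active GLP-1R, cAMP-luciferase reporter), compounds were incubated 24 hr and luciferase measured by luminescence.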
# * hit, by the source's call; i = inactive; ? = inconclusive; . = not tested or not shown; [ ] = another dose, or the depositor's remark. Unless noted, calls come from the whole dose curve; as a rule, active = well fitted curve in the direction sought with a large enough effect; inconclusive = small, poorly fitted or top-dose-only effect, or another doubt; inactive = no such curve, though single readings can be large; an effect the other way counts as inactive or inconclusive. Only part of the results is shown, so the mix of outcomes need not match the whole.
SMILES	PLK1 PBD block	IL2 activator	PI5P4K alpha inh	EPAC1 antag	EPAC1 ag	PTHR1 ag	GLP1R ag	HEK293 tox	GLP1R inv ag
COc1ccc(C(=O)N2CC3(CC(c4cccc([N+](=O)[O-])c4)=NO3)C[C@H]2C(=O)NCC(N)=O)cc1 (stereo not given in full)	-2%	-0.3	-2	-8%	6%	-4%	-2%	-8%	4%
O=C(Cc1ccsc1)NNC(=O)c1ccccc1Cl	-6%	-0.2	3	-1%	21%	-23%	3%	-11%	5%
CSc1nnc(-c2ccncc2)n1CCCN1CCCC1=O	-3%	0.3	.	7%	-11%	-7%[57.5 µM]	-14%	-6%	0%
Cc1oc(/N=C/c2cccc3ccccc23)c(C#N)c1C	24µM*	-1.0	.	0%	2%	-3%[57.5 µM]	-7%	1%	-3%
COc1cc(OC)cc(C(=O)NCC2CCCN(Cc3ccc(SC)cc3)C2)c1 (stereo not given)	-13%	0.8	7	3%	21%	i	5%	0%	?
Cc1ccc(S(=O)(=O)n2nc(-c3ccc(Cl)cc3)nc2NCc2ccco2)cc1	3%	-1.1	1	4%	7%	i	9%	6%	0%
COc1ccc(C(C(=O)NC2CCCCC2)N(C(=O)Cc2c[nH]c3ccccc23)c2ccc(NC(C)=O)cc2)cc1OC (stereo not given)	0%	1.7	1	-2%	11%	i	2%	2%	26%
Cc1ccc(Cl)cc1NC(=S)N(CCN(C)C)C(C)c1ccccn1 (stereo not given)	5%	-2.4	0	-9%	0%	i	1%	8%	?
COc1ccc(NC(=S)N2CCN(c3ccc4c(c3)C3CCN(C(=O)OCc5ccccc5)C4C3)CC2)c(OC)c1 (stereo not given)	-2%	-0.5	0	-5%	15%	-11%	0%	5%	?
COc1cc(/C=C2\SC(c3ccc(C)cc3)=NC2=O)ccc1O	-24%	0.0	.	14%	11%	-64%[inhibitor]	0%	1%	24%
COc1ccccc1/C=N/NC(=O)c1cccc2ccccc12	15µM*	3.0	-15	3%	-9%	-13%	0%	8%	-21%
O=C(O)CC(Cc1ccccc1)C(=O)Nc1ccc([N+](=O)[O-])cc1 (stereo not given)	-7%	-2.1	-4	-3%	8%	i	-25%	1%	-1%
COc1ccc(CC(=O)NC(C)(C)CC(C)=O)cc1OC	-12%	0.4	-5	6%	10%	-20%[57.5 µM]	0%	9%	5%
CCC(CC)N1CCN(C(=O)c2cccc(Cl)c2)CC1	-9%	-0.1	-2	-20%	8%	-3%	-8%	-3%	-60%
Cn1nnnc1SCC(=O)Nc1cc(S(=O)(=O)N2CCCC2)ccc1Cl	-6%	0.1	-15	-6%	5%	i	0%	3%	10%
O=C(OCC#CCSc1nnc(-c2cccc3ccccc23)o1)c1cccc2[nH]ccc12	.	-0.9	.	-6%	3%	-9%	9%	.	.
COc1cc(CC(=O)Nc2sc3c(c2C(N)=O)CCCC3)cc(OC)c1OC	-6%	-3.6	14	2%	-12%	-17%	9%	0%	5%
O=C(CN1C(=O)COc2ccccc21)N1CCN(c2ccccc2F)CC1	-8%	-1.2	.	1%	6%	-11%[57.5 µM]	-8%	7%	0%
CC12CCC(C(=O)Nc3cccc(Cl)c3)(C(Br)C1=O)C2(C)C (stereo not given)	-6%	-0.4	12	-28%	-2%	-11%	-2%	17%	?
CSc1cc(-c2ccc(Cl)cc2)c(C(=O)N2CCCC2)s1	-6%	0.5	2	-5%	5%	-40%[inhibitor][57.5 µM]	0%	-5%	?
Cc1ccnn1CCC(=O)N1CCCC(Nc2ccc(C(C)C)cc2)C1 (stereo not given)	3%	-1.3	10	-16%	-10%	-49%[inhibitor]	-6%	6%	?
CCN1C(=O)c2c(C)nc3ccccc3c2C1=O	-7%	-3.4	.	7%	3%	i	15%	-13%	0%
O=C1CC2C(CCC23OCCO3)c2ccc3ccccc3c21 (stereo not given)	-12%	0.5	-1	-4%	11%	-14%	7%	17%	-7%
C=CCC1c2cccc(C(=O)O)c2C(=O)N1c1ccc(Cl)cc1 (stereo not given)	-2%	-0.1	-9	4%	4%	-22%[57.5 µM]	6%	12%	-7%
Cc1ccc(-n2nc3c(=O)n(CCCC(=O)NCc4ccccc4F)nc(C)c3c2C)cc1	-3%	-2.8	4	-2%	-5%	-9%	-1%	?	?

# Carrying on:
SMILES	PLK1 PBD block	IL2 activator	PI5P4K alpha inh	EPAC1 antag	EPAC1 ag	PTHR1 ag	GLP1R ag	HEK293 tox	GLP1R inv ag
CC1CCCC(C)N1/N=C/c1ccc(N(C)C)cc1 (stereo not given)	-3%	-0.8	0	2%	9%	i	-3%	15%	9%
COc1ccc(CNC(=O)COC(=O)c2c(NC(C)=O)sc(C)c2C)cc1	-2%	-0.2	-2	10%	-2%	15%	1%	-4%	6%
N#C/C(=C(/O)COC(=O)CSc1ccc(Cl)cc1)c1nc2ccccc2[nH]1	-9%	-1.2	-16	-2%	-3%	-10%	-18%	8.9µM*	?
Cc1ccc(CC2(C)C(=O)Nc3ccc(OC(F)(F)F)cc32)cc1 (stereo not given)	0%	-0.8	14	-23%	-19%	-17%	9%	-6%	?
COc1ccc(NC(=O)C(c2ccncc2)n2c(=O)c(-c3ccco3)nc3ccccc32)cc1 (stereo not given)	-13%	-0.2	-15	-7%	7%	-2%	.	-2%	23%
CC[C@]12c3[nH]c4cc(CCC(=O)N(C)C)ccc4c3CCN1C(=O)[C@@H](CC(=O)NC/C=C(\C)CCC=C(C)C)C[C@@H]2C(=O)N1CCN(C(=O)C2CC2)CC1	2%	-0.8	1	-5%	-2%	-10%	-5%	0%	-14%
CC(C)(C)NC(=O)CN(Cc1cccs1)C(=O)CN1C(=O)C(=O)c2ccccc21	-16%	0.3	4	-27%	-7%	23%	0%	-3%	-16%
CC(Cl)C(=O)Nc1c2c(nn1-c1ccccc1)CSC2 (stereo not given)	-11%	-0.8	-10	-12%	1%	i	-1%	-19%	-4%
CCCN(CCC)S(=O)(=O)c1ccc2c(c1)CCCN2C(C)=O	-10%	0.2	-6	-10%	-2%	-13%	1%	-11%	-11%
Oc1[nH]c2ccccc2c1N=Nc1cccc(Cl)c1	-5%	0.7	22	-22%	10%	-8%	7%	2%	17%
CCCN(CCC)C(=O)C1CCCN1S(=O)(=O)c1cccc2nsnc12 (stereo not given)	-2%	-0.2	5	-1%	-13%	-3%	12%	0%	2%
Cc1cccc(Nc2c(F)c(F)c(F)c(F)c2C(=O)O)c1	2%	-3.2	-2	-3%	-5%	-9%	1%	-12%	-16%
CC(C)C(=O)NNC(=O)c1csc(-c2cccs2)n1	-12%	-0.4	-3	15%	13%	0%	20%	-12%	6%
COc1cc2nc(SCC(=O)NCCc3ccccc3)n(Cc3ccco3)c(=O)c2cc1OC	-9%	-1.2	-13	7%	-8%	i	9%	-15%	0%
CCOc1ccc(N2C(=O)CN(C)C2=S)cc1	-1%	0.0	-4	0%	0%	-21%	1%	-11%	9%
Cc1ncc(CN2CCN(C3CCCC3)C(CCO)C2)s1 (stereo not given)	4%	0.4	-2	-8%	-5%	i	-2%	3%	4%
COc1cc(C(=O)N(Cc2cccc(Cl)c2)C2CCS(=O)(=O)C2)cc(OC)c1OC (stereo not given)	0%	-2.3	0	2%	-4%	i	-5%	-5%	-6%
O=C(Nc1nncs1)c1cc(S(=O)(=O)N2CCOCC2)ccc1Cl	5%	-2.1	0	2%	-4%	i	-6%	0%	14%
CCOc1ccc(S(=O)(=O)NCCC(=O)NCC2CCCO2)cc1 (stereo not given)	-6%	-0.1	3	4%	10%	i	-23%	-5%	14%
COc1ccc(OC)c(N(CC(=O)N2CCCCC2)S(=O)(=O)c2ccc(OC)c(OC)c2)c1	-3%	0.6	0	-20%	4%	i	5%	-29%	18%
O=C(Cc1ccc(Br)cc1)Nc1nc2ccccc2[nH]1	5%	-2.5	-7	7%	-14%	-36%	-1%	4%	-1%
COc1cnc(-c2ccccc2)nc1Oc1ccccc1C	0%	1.0	18	-24%	10%	i	0%	-2%	?
CC(=O)NC1=NC(=O)/C(=C/N2CCCCC2)S1	-9%	-2.2	.	3%	8%	-17%	-7%	2%	0%
Cc1cc2nc(Cl)c(Cl)nc2cc1C	0%	-1.9	1	-1%	10%	-27%	-1%	-13%	-3%
COc1ccc2nc(C)cc(N/N=C/c3cccc(OC)c3O)c2c1	0%	-3.5	-9	-7%	5%	i	0%	?	?

# (more compounds)
SMILES	PLK1 PBD block	IL2 activator	PI5P4K alpha inh	EPAC1 antag	EPAC1 ag	PTHR1 ag	GLP1R ag	HEK293 tox	GLP1R inv ag
O=C(c1ccccc1)n1nnc2ccccc21	6µM*	1.0	9	-10%	-4%	-37%[inhibitor]	-1%	4%	11%
COc1cccc(CCNC(=O)COc2cccc3c2OC(C)(C)C3)c1	0%	-3.2	1	-3%	-10%	i	-2%	6%	-17%
Clc1ccc(-n2c(SC/C=C/c3ccccc3)nnc2-c2cccnc2)cc1	-8%	-2.3	.	-1%	14%	-10%[57.5 µM]	-1%	-23%	?
COCc1[nH]nc2c1C(c1c(F)cccc1Cl)C(C#N)=C(N)O2 (stereo not given)	-14%	-0.1	-10	-21%	4%	-3%[57.5 µM]	3%	-9%	2%
CCc1ccc(N2CC(C(=O)Nc3cc(C)ccc3F)CC2=O)cc1 (stereo not given)	3%	-0.5	.	-8%	0%	29%[57.5 µM]	7%	3%	-11%

# At a glance, three of the compounds above:
SMILES	PLK1 PBD block	IL2 activator	PI5P4K alpha inh	EPAC1 antag	EPAC1 ag	PTHR1 ag	GLP1R ag	HEK293 tox	GLP1R inv ag
Cn1nnnc1SCC(=O)Nc1cc(S(=O)(=O)N2CCCC2)ccc1Cl	-6%	0.1	-15	-6%	5%	i	0%	3%	10%
O=C(OCC#CCSc1nnc(-c2cccc3ccccc23)o1)c1cccc2[nH]ccc12	.	-0.9	.	-6%	3%	-9%	9%	.	.
COc1cc(CC(=O)Nc2sc3c(c2C(N)=O)CCCC3)cc(OC)c1OC	-6%	-3.6	14	2%	-12%	-17%	9%	0%	5%

# Assay outcomes deposited in PubChem by National Center for Advancing Translational Sciences (NCATS).
